High-throughput results from PubChem.
FLuc counter = firefly luciferase modulation, counter-screen for miR-21 project | AID 588342 | purified FLuc, Km substrates, luminescence inhibition | Potency, µM (doses to about 57.5 µM), for inactives: at the highest dose activity change, negative = inhibition, most hits filed as inhibitors | actives 6.9% (n = 360,000);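 note: potency is the fitted concentration of half-maximal effect; plate controls were vehicle for no effect and reference inhibitor for full effect; nearly all actives have a fitted effect of over 55% in size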
Target sequence (P08659 whole entry, looked up): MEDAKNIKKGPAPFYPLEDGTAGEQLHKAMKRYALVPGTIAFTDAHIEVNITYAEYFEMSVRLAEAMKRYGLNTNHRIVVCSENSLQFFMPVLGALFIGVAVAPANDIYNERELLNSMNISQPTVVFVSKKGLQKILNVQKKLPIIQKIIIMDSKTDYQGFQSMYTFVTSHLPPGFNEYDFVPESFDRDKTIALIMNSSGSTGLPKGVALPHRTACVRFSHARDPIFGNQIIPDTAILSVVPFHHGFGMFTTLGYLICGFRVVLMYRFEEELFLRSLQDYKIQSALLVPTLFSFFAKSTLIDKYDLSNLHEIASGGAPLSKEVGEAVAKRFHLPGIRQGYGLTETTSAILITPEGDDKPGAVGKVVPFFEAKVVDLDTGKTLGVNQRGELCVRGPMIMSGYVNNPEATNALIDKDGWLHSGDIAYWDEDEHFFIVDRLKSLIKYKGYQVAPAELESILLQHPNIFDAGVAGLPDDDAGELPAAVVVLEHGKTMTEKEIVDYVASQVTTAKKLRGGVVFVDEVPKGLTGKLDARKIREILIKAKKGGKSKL
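Purified P. pyralis luciferase (10nM final) with 10uM D-luciferin and 10uM ATP (Km levels) in 50mM Tris acetate pH 7.5, 10mM Mg acetate, 0.01% Tween-20, 0.05% BSA; qHTS 6-point titration, ~60 µM downward; luminescence read.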
ELG1 genotoxic = genotoxicity induction in ELG1-luciferase HEK293T cells; HEK293T ELG1-luciferase reporter, luminescence, 16 h; Potency, µM (highest dose often 46 µM), inactives show top-dose activity change, positive = activation, usual class: activators; actives 1.3% (n = 330,000); AID 504466; note: potency is the fitted concentration of half-maximal effect; % of control where 0% means no effect; nearly all actives have a fitted effect of over 60% in size
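DMSO vehicle served as control against compound-treated ELG1-luciferase HEK293T cells; exposure lasted 16 hr at 37 °C and 5% CO2, followed by ONE-Glo luminescence detection after 30 min.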
ELG1 repair inh = ELG1-dependent DNA repair inhibition. HEK293T ELG1-luciferase reporter, luminescence, 16 h; DNA damage induced by 5-fluorouridine. Potency, µM (titrated, usually from 46.1 µM), for inactives: at the highest dose activity change, negative = inhibition, most hits filed as inhibitors. actives 2.3% (n = 330,000). AID 504467; note: potency is the fitted concentration of half-maximal effect; % is set by controls: 0 for no effect and ±100 for the full control effect; nearly all actives have a fitted effect of over 55% in size
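5-Fluorouridine DNA damage + compound/DMSO, 2,000 cells/well, 16 h, 37 °C/5% CO2. ONE-Glo, 30 min RT, luminescence. Readout = decrease in reporter signal.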
RORgamma inh = ROR gamma (mouse) transcription inhibition; actives 5.4% (n = 310,000); Potency, µM (highest dose often 53.6 µM), without a hit: top-dose activity change, negative = inhibition, usual class: inhibitors; Drosophila S2 Gal4-RORgamma UAS-luciferase reporter, 20 h; AID 2551; note: potency is the fitted concentration of half-maximal effect; % is set by controls: 0 for no effect and ±100 for the full control effect; nearly all actives have a fitted effect of over 60% in size
Target sequence (P51450 whole entry, looked up, the tested form may be a part): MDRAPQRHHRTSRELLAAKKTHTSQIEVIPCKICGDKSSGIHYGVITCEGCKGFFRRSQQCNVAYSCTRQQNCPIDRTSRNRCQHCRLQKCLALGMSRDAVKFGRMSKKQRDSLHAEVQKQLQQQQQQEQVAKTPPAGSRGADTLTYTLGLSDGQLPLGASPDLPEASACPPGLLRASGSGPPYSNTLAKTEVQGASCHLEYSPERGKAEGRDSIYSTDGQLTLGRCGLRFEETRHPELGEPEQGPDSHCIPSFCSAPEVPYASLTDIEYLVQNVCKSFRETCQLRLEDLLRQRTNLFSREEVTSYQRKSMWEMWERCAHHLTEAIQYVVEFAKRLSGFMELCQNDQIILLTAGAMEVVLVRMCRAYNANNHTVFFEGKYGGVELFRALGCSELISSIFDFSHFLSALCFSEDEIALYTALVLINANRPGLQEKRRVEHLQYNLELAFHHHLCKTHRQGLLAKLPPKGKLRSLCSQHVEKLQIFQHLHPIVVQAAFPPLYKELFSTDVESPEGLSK
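Stable Schneider cell line, Gal4 DNA-binding domain fused to ROR gamma, UAS-luciferase. Cmpd 1 hr RT → CuSO4 700 uM final → 20 hr RT → luciferase reagent 10 min → luminescence.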
p53 reactivation = mutant p53 re-activation in reporter cells; H1299 p53-A138V BP100-luciferase reporter, luminescence, 24 h; actives 0.063% (n = 320,000); Potency, µM (top dose mostly 92.2 µM), for inactives: at the top dose activity change, positive = activation, actives largely listed as activators; note: potency is the fitted concentration of half-maximal effect; % of control where 0% means no effect; nearly all actives have a fitted effect of over 45% in size
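p53-null H1299 cells stably carrying temperature-sensitive p53-A138V and a BP100-luciferase reporter were pinned with compounds (4-point, 1:5 series) and held 24 hrs at 37 deg C. Luminescence was read 10 min after detection reagent.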
Tb PFK inh = T. brucei PFK enzyme inhibition; actives 0.17% (n = 330,000); T. brucei PFK, ADP-Glo luminescence; Potency, µM (highest dose often 57.5 µM), without a hit: at the top dose activity, negative = inhibition, hits mostly inhibitors; O15648;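 note: potency is the fitted concentration of half-maximal effect; 0% = uninhibited 1x PFK enzyme wells and -100% = no-enzyme wells; nearly all actives have a fitted effect of over 60% in size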
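Activity is normalized to no-enzyme wells (full inhibition) and 1.25 nM enzyme wells (no inhibition). Reaction: 0.5 mM F6P, 0.1 mM ATP, 45 min RT, ADP-Glo luminescence; concentration-response curves fitted and classed by quality.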
NPC1 promoter act = NPC1 promoter activation | Huh7 NPC1 promoter luciferase reporter, 24 h | Potency, µM (series often up to 9.22 µM), without a hit: at the highest dose activation, most hits filed as activators | actives 2.4% (n = 320,000);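 note: potency is the fitted concentration of half-maximal effect; % of control where 0% means no effect; nearly all actives have a fitted effect of over 60% in size; reporter is driven by a mutant NPC1 promoter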
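Cells: Huh7 expressing luciferase under the NPC1 promoter, 1500/well. Seeded 2 h, compound added, incubated 24 h at 37 °C. Luciferase reagent, 10 min ambient, then luminescence.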
Rab9 prom act = Rab9 promoter activation. Huh7 Rab9 promoter-luciferase reporter, luminescence, 24 h. Potency, µM (titrated, usually from 9.22 µM), without a hit: top-dose activation, negative = inhibition, actives largely listed as activators. actives 2.8% (n = 320,000); note: potency is the fitted concentration of half-maximal effect; % of control where 0% means no effect; nearly all actives have a fitted effect of over 60% in size
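Luciferase signal after 10 min detection reagent at ambient indicates Rab9 promoter upregulation; stably transfected Huh7 cells were treated 24 h with compound in DMSO at 37 °C, 5% CO2.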
Gal4-VP16 FLuc = Gal4-VP16 reporter inhibition counter-screen. Drosophila S2 Gal4-VP16 UAS-luciferase, luminescence, 20 h. Potency, µM (highest dose often 53.6 µM), for the others: at the top dose activity, negative = inhibition, actives largely listed as inhibitors. actives 3.5% (n = 310,000);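 note: Gal4-VP16 expression switched on by copper sulfate through the metallothionein promoter; potency is the fitted concentration of half-maximal effect; % is set by controls: 0 for no effect and ±100 for the full control effect; nearly all actives have a fitted effect of over 50% in size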
TRPV1 agonist = agonists of human vanilloid receptor 1 (TRPV1); Q8NER1; TRPV1-expressing cells, Fluo-8 calcium influx, agonist mode; activation, % at 8.33 µM; actives 0.19% (n = 320,000); AID 540275; in the data active = activation above about 80%; inconclusive = between about 30% and that limit; note: 0% is about no effect
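Fluo-8 calcium influx in TRPV1-expressing cells, kinetic read (ex 480/em 520 nm). Compound added and read 3 min for agonist activity, followed by capsaicin at EC20 final and 2 min further read for enhancement.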
BRCA1 expr up = activators of BRCA1 expression. MCF7-BRCA1-FFLuc reporter, luminescence, 48 h; response scale: scaled: vehicle 0%, 10 µM genistein 100%. Potency, µM (titrated, usually from 46.1 µM), without a hit: at the highest dose activation, actives largely listed as activators. actives 1.1% (n = 380,000). AID 624202; note: potency is the fitted concentration of half-maximal effect; nearly all actives have a fitted effect of over 80% in size; some results filed as inactive show a strong effect at the top dose
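Reporter cells (MCF7, BRCA1 promoter-firefly luciferase) received library compounds across a concentration series for 48 h. End-point luminescence was measured and concentration-effect curves derived after normalization.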
An asterisk follows results filed as active; ? = inconclusive; . = no result given; & = joins results of further samples; [ ] = another dose, or the depositor's remark. Unless noted, calls come from the whole dose curve; as a rule, active = well fitted curve in the direction sought with a large enough effect; inconclusive = small, poorly fitted or top-dose-only effect, or another doubt; inactive = no such curve, though single readings can be large; an effect the other way counts as inactive or inconclusive.

entry	canonical_smiles	FLuc counter	ELG1 genotoxic	ELG1 repair inh	RORgamma inh	p53 reactivation	Tb PFK inh	NPC1 promoter act	Rab9 prom act	Gal4-VP16 FLuc	TRPV1 agonist	BRCA1 expr up
1	CC1CN(C(=O)/C=C/c2ccccc2[N+](=O)[O-])CC(C)O1 (centres undefined)	2%	0%	2%	-10%	0%	1%	-4%	-5%	3%	1	0%
2	Cc1nc(NC(=S)NC(=O)c2ccccc2)sc1C	?	?	?	1.3µM*	17%	-7%	4µM*	3.2µM*	?	?	32%
3	COc1ccccc1/C=C/C(=O)Nc1cccc(C(C)=O)c1	11µM*	1%	-5%	-15%	0%	6%	20%	27%	?	?	83%
4	COc1cc(C)c2occ(/C(C)=N\O)c2c1	-5%	1%	?	31%	-1%	1%	-2%	-4%	-26%	1	-6%
5	O=C(CN(CCO)c1ccccc1)Nc1cccc(S(=O)(=O)N2CCCC2)c1	-1%	-13%	?	24%	-2%	-1%	-8%	-1%	?	8	-27%
6	CC(C)C1Oc2ccccc2N(CC(=O)NC2CCCCC2)C1=O (centres undefined)	-3%	3%	8%	-18%	2%	2%	-7%	1%	-2%	14	-4%
7	O=C(C1COc2ccccc2O1)N1CCN(c2nc3ccccc3s2)CC1 (centres undefined)	?	-7%	-13%	?	-2%	4%	-1%	-2%	12%	16	25%
8	CCOc1ccc(-c2c(=O)n(OCc3ccccc3Br)c3ccccc3[n+]2[O-])c(OCC)c1	1%	-9%	?	21%	-2%	5%	-3%	-2%	11%	4	-39%
9	Cc1ccc(OCC(=O)N2C(C)CCCC2C)c([N+](=O)[O-])n1 (centres undefined)	.	0%	19%	.	5%	1%	.	.	.	.	-10%
10	O=C(COC(=O)c1ccccc1F)NNC(=O)c1ccccc1	2%	-1%	3%	.	2%	3%	-2%	-2%	.	-2	-3%
11	CCCCc1ccc(S(=O)(=O)Nc2cc(C)on2)cc1	3%	-3%	0%	-35%	2%	1%	0%	-13%	-8%	1	13%
12	C/C=C\C=C/C(=O)Nc1cccc(C2=NOC3(C2)C[C@@H](C(N)=O)N(C(=O)COc2ccc(Cl)cc2)C3)c1 (some centres undefined)	15µM*	-3%	2%	-7%	-2%	-14%	-2%	-3%	-7%	2	-5%
13	COCCNC(=S)N(CCCO)Cc1cc2cc3c(cc2[nH]c1=O)OCCO3	4%	0%	-10%	26%	.	-7%	0%	-6%	4%	4	-29%
14	O=C(COC(=O)CCS(=O)(=O)c1ccccc1)NC(=O)c1ccc(OC(F)F)cc1	-1%	0%	7%	.	1%	-9%	0%	-2%	.	-2	11%
15	O=C(Nc1ccc2c(c1)OCCO2)C1CCC1	1%[2.3 µM]	10%	?	22%	25%	20%	12%	1%	12%	3	60%

entry	canonical_smiles	FLuc counter	ELG1 genotoxic	ELG1 repair inh	RORgamma inh	p53 reactivation	Tb PFK inh	NPC1 promoter act	Rab9 prom act	Gal4-VP16 FLuc	TRPV1 agonist	BRCA1 expr up
16	Cc1nn(CCC(=O)N2CCN(S(=O)(=O)c3ccccc3)CC2)c(C)c1C	-3%	2%	-3%	-17%	-5%	1%	0%	5%	-12%	-7	0%
17	COc1ccccc1C(=O)N/N=C/c1c[nH]c2ccccc12	17µM*	5%	3%	0%	5%	?	19%	13%	-10%	-1	-36%
18	CC(C)Oc1ccc(C(=O)N2CCCC2C(=O)O)cc1 (centres undefined)	12%	1%	6%	-2%	4%	-4%	-1%	3%	-1%	-1	8%
19	Cc1cc(/C=C(\C#N)C(=O)NCCc2c[nH]c3ccccc23)c(C)n1C	?	-1%	?	?	-5%	0%	2%	-1%	-6%	-6	4%
20	O=C(Nc1nc(=S)ss1)c1ccc(Cl)cc1Cl	15µM*	1%	?	18%	-4%	0%	?	?	-11%	-2	18%
21	CCOC(=O)C1CCN(Cc2cnc(Oc3ccc(Cl)cc3C)s2)CC1	-1%	1%	-2%	21%	6%	-1%	-1%	8%	-3%	.	2%
22	C[C@H](CO)N1C[C@H](C)[C@@H](CN(C)C(=O)Nc2ccc(C(F)(F)F)cc2)Oc2c(NC(=O)Nc3ccc4c(c3)OCO4)cccc2C1=O	.	-3%	0.58µM*	.	-7%	1%	.	.	.	.	-24%
23	Cc1cc2c(c(N)n1)c(=O)oc1ccccc12	-2%	14%	?	0%	5%	1%	12%	8%	1%	-1	9%
24	COc1ccc(CNc2ccc3c(c2)ncn3C)cc1OC	1%	9%	-2%	5%	-78%[inhibitor]	0%	-14%	15%	3%	2	1%
25	Cc1ccccc1SCC(=O)Nc1cc(C(F)(F)F)ccc1N1CCOCC1	1%	-5%	?	.	-4%	-13%	2%	2%	.	-1	-43%
26	CC(C)(C)C(=O)CSc1nnc(Nc2ccccc2)s1	?	?	?	14%	13%	-3%	?	?	24%	25	?
27	CCN(c1cccc(C)c1)S(=O)(=O)c1ccc2c(c1)CCN2C(C)=O	1%	-10%	-25%	40%	-3%	-1%	-8%	2%	-1%	1	-58%
28	CC(C)(C)c1ccc(OCC(O)CN2CCN(C(=O)c3ccccc3)CC2)cc1 (centres undefined)	-5%	-2%	-18%	.	.	1%	1%	-3%	.	-2	-24%
29	Cc1ccc(C(=O)O/N=C(\c2ccccc2)c2ccncc2)cc1	?	-15%	-5%	19%	4%	-5%	0%	0%	-12%	28	10%
30	Cn1cc(CN2CCCC(C(=O)c3ccc(-c4ccccc4)c(F)c3)C2)cn1 (centres undefined)	1%	1%	0%	-17%	2%	0%	0%	-3%	2%	5	-24%

entry	canonical_smiles	FLuc counter	ELG1 genotoxic	ELG1 repair inh	RORgamma inh	p53 reactivation	Tb PFK inh	NPC1 promoter act	Rab9 prom act	Gal4-VP16 FLuc	TRPV1 agonist	BRCA1 expr up
31	C=C(C)c1cccc(C(C)(C)NC(=O)Nc2ccc(C(C)=O)cc2)c1	1%	0%	10%	?	11%	-1%	1%	-5%	1%	?	-28%
32	O=C(CSc1ccccc1)NCCc1ccc(F)cc1	-5%	8%	?	14%	.	8%	10%	24%	-2%	29	23%
33	CCOC(=O)c1ccc(NC(=S)NCc2ccccc2)cc1	?	2%	11%	14µM*	9%	2%	-2%	-3%	?	26	4%
34	CCCCCn1c(SCCc2ccccc2)nc2c1c(=O)[nH]c(=O)n2C	6%	8%	24%	-19%	-2%	4%	12%	2%	-5%	?	-18%
35	O=C(Cn1cc(C(=O)C(F)(F)F)c2ccccc21)NCc1ccco1	2%	2%	1%	?	13%	-9%	5%	2%	2%[10 µM]	?	45%
36	Cn1c(CNc2nc(-c3ccccc3)cs2)nnc1SCC(=O)c1ccccc1	-1%	-2%	?	?	-7%	3%	-2%	0%	9%	.	-3%
37	CC1(C)CC(=O)/C(=C(\O)c2ccccc2)C(=NCCO)C1	6%	-1%	14%	0%	-1%	-4%	0%	0%	-11%	-2	1%
38	Cc1cc2nc(C)n(CCCNC(=O)Nc3ccc(F)cc3)c2cc1C	-2%	-6%	2%	12%	-4%	-13%	-4%	-11%	4%	3	-9%
39	Cc1ccc(-c2nc(CSCC(=O)Nc3cc(C)on3)c(C)o2)cc1	-7%	-8%	?	?	2%	0%	1%	2%	6.3µM*	.	-11%
40	N=c1c(-c2nc3ccccc3[nH]2)cc(C(=O)c2cccs2)nn1-c1ccccc1	7%	3%	?	-4%	-10%	1%	4%	0%	?	4	4%
41	CCN1CCN(Cc2ccc(NC(=O)c3ccc(C)c(NC(=O)C[C@@H]4NC(=O)[C@H](Cc5ccccc5)NC4=O)c3)cc2C(F)(F)F)CC1	3%	4%	12%	8%	-2%	4%	0%	1%	-2%	11	-13%&-7%
42	O=C(N/N=C/c1ccccc1)c1cc(=O)[nH]c2ccccc12	4%	1%	0%	3%	2%	0%	-3%	-2%	?	-2	-14%
43	Cc1ccc(CNC(=O)CSc2nnc3c(n2)[nH]c2ccc(F)cc23)cc1	2%	1%	0%	-9%	0%	-1%	-2%	-1%	-2%	-2	-11%
44	CCOc1ccc(C(=O)Nc2cc(Cl)ccc2-n2cncn2)cc1OC	4%	-1%	?	.	-2%	-5%	2%	0%	.	-8	-35%
45	CCOC(=O)C1(CC2CCCCO2)CCN(Cc2nc3ccccc3nc2C)CC1 (centres undefined)	1%	-6%	-3%	-37%	1%	-3%	-3%	-1%	5%	6	-25%
46	CCN(CC)S(=O)(=O)c1ccc(C(=O)NCCOC(=O)c2ccc(F)cc2F)cc1	2%	2%	0%	16%	1%	-4%	-3%	-2%	10%	4	-7%
47	Cc1cc2c(c(=O)n1Cc1cccnc1)C(Cc1ccccc1)C(C#N)=C(N)O2 (centres undefined)	-11%	2%	-16%	?	20%	4%	-2%	3%	14µM*	-1	-9%
48	O=C(OCC#CCSc1nnc(-c2ccc(Br)cc2)o1)c1ccco1	?	4%	?	?	28%	0%	13%	-2%	?	7	28%

Rows are unselected; about 15% have a hit in one of these screens.
